Screening data as filed in PubChem BioAssay.
HT1080-NT tox: qHTS for induction of synthetic lethality in tumor cells producing 2HG: qHTS for the HT-1080-NT fibrosarcoma cell line; HT-1080-NT fibrosarcoma viability, CellTiter-Glo ATP luminescence, 48 h; Potency, µM (series often up to 46.1 µM), for the others: top-dose activity, negative = less viability, actives largely listed as cytotoxic; actives 1.6% (n = 360,000); AID 686970, 2013;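 also: NT is the 2HG producing partner of a matched IDH1 knockdown line; potency is read from the fitted curve at half-maximal effect; 0% = DMSO-treated cells and -100% = media-only wells without cells; nearly all actives have a fitted effect of over 55% in size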
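Read-out is CellTiter-Glo luminescence after 10 minutes at room temperature, following 48 hours' compound treatment of HT-1080-NT cells (750 cells/well, RPMI, 5% FBS, 37 degrees C).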
HT1080 IDH1KD tx: qHTS for induction of synthetic lethality in tumor cells producing 2HG: qHTS for the HT-1080-IDH1KD cell line | HT-1080 IDH1 knockdown viability, ATP luminescence, 48 h | Potency, µM (doses to about 46.1 µM), for the others: at the top dose activity, negative = toxicity, actives largely listed as cytotoxic | actives 2% (n = 360,000);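 also: potency is read from the fitted curve at half-maximal effect; 0% = DMSO wells and -100% = cell-free medium wells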
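Viability of IDH1-knockdown HT-1080 fibrosarcoma cells was assessed by CellTiter-Glo after 48 h at 37 °C with titrated compound; concentration-effect curves were classified by fit quality and response size.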
KB-V1 MDR tox: qHTS assay for MDR1-selective chemotherapeutics: Primary screen using the drug-selected MDR subline cells KB-V1; KB-V1 MDR cells viability, CellTiter-Glo, 72 h; Potency, µM (doses to about 46.1 µM), without a hit: top-dose activity change, negative = cytotoxicity, most hits filed as cytotoxic; actives 3.4% (n = 400,000); AID 1347076, 2019; also: potency is read from the fitted curve at half-maximal effect; % is scaled to controls: 0 for no effect and ±100 for the full control effect; nearly all actives have a fitted effect of over 60% in size
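KB-V1 MDR subline cells in DMEM (phenol-red free, 10% FBS) exposed to compounds in qHTS concentration series for 72 h at 37 degrees C. Viability read by CellTiter-Glo luminescence; concentration-effect curves fitted after normalization and correction.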
SW480 rereplic: A quantitative high throughput screen for small molecules that induce DNA re-replication in SW480 colon adenocarcinoma cells; SW480 DNA re-replication, Hoechst DNA content imaging, 48 h; Potency, µM (series often up to 46.1 µM), inactives show top-dose re-replication activation, actives largely listed as activators; actives 1.8% (n = 340,000); also: potency is read from the fitted curve at half-maximal effect; % of control where 0% means no effect; nearly all actives have a fitted effect of over 55% in size
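Per well, 250 cells were exposed to pinned compound for 48 hr. Nuclear DNA was visualised with Hoechst (40 min, 37 C) and total object intensity recorded by fluorescence scanning.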
IL-1B inflam inh: qHTS for Inhibitors of Inflammasome Signaling: IL-1-beta AlphaLISA Primary Screen; THP-1 LPS/ATP IL-1B secretion, AlphaLISA, 16 h; hits give low values; activity change, % at 57.5 µM; actives 4.7% (n = 360,000); in the data active = activity change below about -50%; inconclusive = mostly about -30% to -49%; also: % is scaled to controls: 0 for no effect and ±100 for the full control effect
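THP-1 cells pretreated 1 hr with compounds (up to 57.5 uM final), then stimulated with LPS (250 ng/mL final) plus ATP (1.25 mM final); secreted IL-1B measured by AlphaLISA after 16 hr, decreased signal indicating inhibition.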
MCF10A rerep: A quantitative high throughput screen for small molecules that induce DNA re-replication in MCF 10a normal breast cells. MCF 10A DNA re-replication, Hoechst nuclear intensity, 48 h. Potency, µM (titrated, usually from 46.1 µM), without a hit: at the highest dose activity, positive = re-replication, hits mostly activators. actives 2.9% (n = 350,000). AID 624296, 2012; also: potency is read from the fitted curve at half-maximal effect; % of control where 0% means no effect; nearly all actives have a fitted effect of over 50% in size
KB-3-1 tox: qHTS assay for MDR1-selective chemotherapeutics: Primary screen using the parental adenocarcinoma cell KB-3-1; KB-3-1 viability, CellTiter-Glo ATP luminescence, 72 h; Potency, µM (series often up to 46.1 µM), without a hit: at the highest dose activity change, negative = cytotoxic, hits mostly cytotoxic; actives 1.4% (n = 400,000); also: potency is read from the fitted curve at half-maximal effect; % is scaled to controls: 0 for no effect and ±100 for the full control effect; nearly all actives have a fitted effect of over 60% in size
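Here the drug-naive KB-3-1 line serves as comparator for MDR sub-line selectivity; cells received compound titrations, 72 h at 37 °C, then CellTiter-Glo readout.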
HEK293 tox: qHTS of GLP-1 Receptor Inverse Agonists: Cytotox Screen; AID 624418, 2012; Potency, µM (titrated, usually from 38.3 µM), for inactives: at the top dose activity change, negative = inhibition, usual class: inhibitors; HEK293 cAMP-luciferase reporter cells, luminescence, 24 h; actives 0.13% (n = 410,000);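 also: loss of luciferase light is scored as toxicity; potency is read from the fitted curve at half-maximal effect; % is scaled to controls: 0 for no effect and ±100 for the full control effect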
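Step one: seed cells (200 cells/uL, DMEM with 10% Nu serum, 1% pen-strep). Step two: 12-hour incubation at 37 deg C. Step three: pin 23 nL compound, incubate 24 hr. Step four: add luciferase reagent, read luminescence 12 min later.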
DRD3 agonist: qHTS of D3 Dopamine Receptor Agonist: qHTS; D3R DiscoveRx beta-arrestin cells, luminescence, 90 min; actives 0.58% (n = 410,000); max activation, %; AID 652048, 2013; D(3) dopamine receptor (Homo sapiens), P35462; in the data active = max activation above about 30%; also: 0% is about no effect; mostly tested at two doses, the higher about 12 µM
Target sequence (P35462 whole entry, looked up): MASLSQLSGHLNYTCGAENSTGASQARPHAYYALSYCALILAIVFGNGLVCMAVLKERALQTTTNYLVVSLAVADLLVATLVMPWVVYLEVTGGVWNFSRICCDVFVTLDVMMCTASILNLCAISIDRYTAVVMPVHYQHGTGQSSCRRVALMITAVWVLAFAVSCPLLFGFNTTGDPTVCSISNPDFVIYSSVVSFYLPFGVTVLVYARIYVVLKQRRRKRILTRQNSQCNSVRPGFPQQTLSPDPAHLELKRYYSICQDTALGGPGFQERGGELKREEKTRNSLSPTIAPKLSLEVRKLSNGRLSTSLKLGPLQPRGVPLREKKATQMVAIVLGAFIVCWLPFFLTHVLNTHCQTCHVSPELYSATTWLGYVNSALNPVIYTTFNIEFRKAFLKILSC
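Agonist mode: compounds and dopamine controls were applied to plated cells for 90 min at 37 degrees C after an overnight attachment at 1500 cells/well. Luminescent read-out followed 30 - 60 minutes at room temperature with DiscoveRx detection reagent.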
* = called active by the depositor; ? = inconclusive; nt = not tested or not shown; & = joins results of further samples; [ ] = another dose, or the depositor's remark. Unless noted, calls follow the shape of the dose curve; as a rule, active = well fitted curve in the direction sought with a large enough effect; inconclusive = small, poorly fitted or top-dose-only effect, or another doubt; inactive = no such curve, though single readings can be large; an effect the other way counts as inactive or inconclusive.

Screens in order: HT1080-NT tox	HT1080 IDH1KD tx	KB-V1 MDR tox	SW480 rereplic	IL-1B inflam inh	MCF10A rerep	KB-3-1 tox	HEK293 tox	DRD3 agonist
> CN(C)c1ccc(NC(=O)c2cccc(C(=O)Nc3ccc(N(C)C)cc3)n2)cc1
    -2.5%	-14.3%	-4.9%	?	-55.9*	1.9%	?	-6.4%	5.1
> O=C(NCC(=O)N(c1ccccc1F)C(C(=O)NCC1CCCO1)c1ccccc1)c1ccco1 (stereo not given)
    -1.9%	-14.5%	-4.4%	-1.1%	-14.2	4.5%	-3.3%	-17.5%	-4.1
> Cc1ccc(S(=O)(=O)N(C)CC(=O)Nc2ccccc2N2CCCC2)cc1
    1.5%	-0.3%	-16.8%	6.0%	0.3	-2.0%	0.2%	3.9%	-11.0
> COc1ccccc1NS(=O)(=O)c1cccc(C(=O)NNC(=O)C(C)NC(=O)c2ccco2)c1 (stereo not given)
    6.2%	6.3%	0.0%	0.3%	11.0	2.3%	24.8%	-2.8%	1.7
> COc1ncccc1-c1nnn(-c2ccc(Cl)nc2)n1
    7.5%	3.8%	-12.5%	3.6%	-9.2	7.6%	0.0%	0.5%	0.0
> COc1ccc(C(=O)NCc2nnc(SCC(=O)Nc3nc4ccccc4s3)o2)cc1
    ?	0.4%	8.1%	0.5%	12.0	3.9%	0.0%	?	2.3
> CCC1OC23CCCCC2C(C#N)(C(=N)O3)C1(C#N)C#N (stereo not given)
    -1.8%	12.6%	6.0%	10.2%	-5.2	?	?	138.6%[activator]	-4.8
> COc1cccc(NC(=O)COC(=O)c2c(F)cccc2F)c1
    -2.9%	20.4%	2.7%	?	14.3	-7.7%	4.2%	-11.3%	3.6
> Cn1cc(Cl)c(C(=O)NC(=S)Nc2sc3c(c2C#N)CCCCC3)n1
    7.3%	18.8%	?	-1.8%	-3.6	?	-24.2%	15.3%	2.3
> COc1ccc(N/C(C)=C/C(=S)Nc2ccccc2)cc1
    -3.1%	-8.2%	17.8%	-1.3%	25.2	29.1%	5.8%	-3.9%	-26.4
> COc1ccc(OC)c(C(=O)COC(=O)c2ccccc2O)c1
    -1.9%	2.1%	-5.0%	-10.4%	-20.7	-1.6%	-1.1%	1.2%	3.4
> COCc1ccc(C(=O)Nc2cccc(S(=O)(=O)N(C)c3ccccc3)c2)cc1
    6.51µM*	-15.5%	?	-4.1%	-13.0	18.5%	-26.8%	?	9.7
> Cc1ccc2c(C)nc(Nc3nc(CSc4nc5ccccc5[nH]4)cc(=O)[nH]3)nc2c1
    17.8µM*	11.2µM*	?	15.4%	-86.3*	-1.1%	6.4%	?	19.2
> CCOc1ccc(CN2C(=O)c3ccccc3C2=O)cc1C(=O)N1CCC(C(N)=O)CC1
    -5.9%	-8.4%	nt	-0.5%	6.8	3.4%	nt	11.9%	-1.7
> O=C(NCc1ccc(F)c(F)c1)C1Cc2c(-c3ccc4c(c3)OCO4)ccnc2O1 (stereo not given)
    ?	?	4.11µM*	nt	0.0	nt	8.2µM*	-30.8%	-12.6
> Cc1ccccc1OCCn1cc(C(=O)c2ccco2)c2ccccc21
    nt	nt	8.4%	nt	nt	nt	-17.9%	-9.6%	3.9
> C/C(=N\N1C(C)CCCC1C)c1ccccc1O (stereo not given)
    14.8%	13.2%	?	3.1%	3.7	4.1%	8.4%	2.2%	4.8
> O=C(/C=C/c1ccc(F)cc1)N1CC[C@@]2(O)CCCC[C@H]2C1
    22.1%	1.5%	0.0%	4.2%	-10.2	10.7%	-0.8%	-4.2%	-13.3
> NC(=O)C1CCN(C(=O)Cn2c(-c3cccs3)cc3ccccc32)CC1
    nt	nt	0.0%	nt	nt	nt	0.6%	10.1%	-5.1
> Cc1ccccc1N(CC(=O)NCCSCc1ccccc1)S(C)(=O)=O
    6.9%	0.8%	14.3%	43.8%	19.0	1.8%	7.7%	-1.7%	0.2
> O=C(c1ccncc1)N1CCN(S(=O)(=O)c2cccc(C(F)(F)F)c2)CC1
    15.9%	7.2%	-47.1%	4.8%	6.7	-6.2%	-11.5%	-0.2%	-2.3
> COc1ccc2c(c1)NC(c1ccc(N(C)C)cc1)c1cccn1-2 (stereo not given)
    -10.9%	-18.6%	?	18.4µM*	24.8	?	-22.5%	147.8%[activator]	15.2
> CN(CCO)c1nc2c(c(=O)n(Cc3ccc(Cl)cc3)c(=O)n2C)n1C
    -9.6%	-16.9%	-1.3%	4.2%	-6.8	-1.3%	0.9%	-5.3%	-1.7
> O=C(Cc1cccs1)Nc1nc(-c2ccc(F)c(F)c2)cs1
    -6.8%	-5.8%	?	2.0%	nt	8.4%	?	-2.3%	10.4
> Cc1cc(C(=O)COC(=O)C2=COCCO2)c(C)n1-c1ccccc1
    7.3%	-14.1%	13µM*	0.4%	5.5	0.3%	-10.0%	0.5%	-3.3
> Cc1ccc(C(=O)COc2ccc3ccc(=O)oc3c2)cc1
    ?	20.6%	2.2%	-0.6%	-9.4	-4.6%	-3.2%	-7.6%	0.7
> CCOC(=O)c1ccc(NC(=O)c2cccc3c2C(=O)N(CC2CCCO2)C3)cc1 (stereo not given)
    -0.2%	-6.1%	0.9%	-4.0%	-27.4	8.7%	24.6%	2.2%	5.5
> COc1ccc2c(CC(=O)OCC(=O)c3ccc(F)cc3)coc2c1
    5.3%	13.8%	8.5%	2.6%[9.22 µM]	9.2	-11.7%	4.6%	-1.9%	-4.0
> CN(C)c1ccc(NC(=O)Nc2nc(C(N)C3CCCCC3)cs2)cc1 (stereo not given)
    ?	?	4.0%	nt	-60.3*	nt	-0.1%	-1.7%	5.3
> Cc1cccc(C)c1OCc1cc(C(=O)NCC2CC2)no1
    15.4%	-0.3%	-3.2%	-2.8%	-23.1	13.8%	2.3%	-6.2%	2.4
> NS(=O)(=O)c1ccc(CCNC(=S)Nc2ccc(S(N)(=O)=O)cc2)cc1
    23.1%	24.7%	-6.1%	0.6%	-3.7	0.9%	-2.6%	6.6%	2.0
> O=C(NCc1ccccn1)c1coc(=O)c(Br)c1
    ?	?	-7.2%	?	-12.3	?	-3.0%	-13.0%	-6.4
> COc1ccc(Nc2oc(-c3ccccc3Cl)nc2C#N)cc1
    ?	?	-4.8%	10.3µM*	-5.1	2.59µM*	?	?	-3.4
> NC(=O)c1ccc(-n2nnnc2SCC(=O)c2ccc(O)c(O)c2)cc1
    -2.9%	-8.8%	22.3%	-33.2%[inhibitor]	123.5	-12.5%	4.6%	0.6%	20.1
> CCOC(=O)C1=C(N)OC2=C(C(=O)CCC2)C1c1cccs1 (stereo not given)
    -14.4%	-8.6%	0.1%	25.1%	-3.5	4.1%	3.2%	9.3%	9.3
> CCOC(=O)C[C@H]1c2cc(F)ccc2S(=O)(=O)N1C(C)C
    14.6%	7.5%	?	-1.0%	28.1	-8.0%	4.5%&-1.7%	3.8%	6.8
> O=C(CNc1ccc(F)cc1)N/N=C/c1c(O)ccc2ccccc12
    ?	10.3µM*	-13.5%	?	177.0	10.4%	?	?	-8.8
> CC(C)n1cc(C(N)=S)c(=O)n(Cc2ccccc2)c1=O
    -1.8%	-2.6%	3.7%	-4.0%	-12.4	3.1%	-1.7%	-2.3%	2.1
> O=C(NC1CCCCC1)c1csnn1
    19.1%	?	-3.2%	-4.4%	-1.3	1.0%	-3.0%	2.1%	1.3
> O=S(=O)(c1ccc(F)cc1)N1CCN(CCc2ccccc2)CC1
    13.7%	18.6%	-23.4%	-2.2%	-15.8	4.4%	-12.2%	-6.7%	-2.4

Some of the entries above in a different format.
SMILES | HT1080-NT tox | HT1080 IDH1KD tx | KB-V1 MDR tox | SW480 rereplic | IL-1B inflam inh | MCF10A rerep | KB-3-1 tox | HEK293 tox | DRD3 agonist
O=C(NCc1ccccn1)c1coc(=O)c(Br)c1 | ? | ? | -7.2% | ? | -12.3 | ? | -3.0% | -13.0% | -6.4
COc1ccc(Nc2oc(-c3ccccc3Cl)nc2C#N)cc1 | ? | ? | -4.8% | 10.3µM* | -5.1 | 2.59µM* | ? | ? | -3.4

Later entries
Screens in order: HT1080-NT tox	HT1080 IDH1KD tx	KB-V1 MDR tox	SW480 rereplic	IL-1B inflam inh	MCF10A rerep	KB-3-1 tox	HEK293 tox	DRD3 agonist
> CCOc1ccc(Br)cc1S(=O)(=O)N1CCCN(C)CC1
    -4.7%	-4.9%	-2.2%	-67.0%[inhibitor]	-19.8	5.3%	-2.6%	-13.4%	-10.6
> Cc1c(C)c2c(OCC(=O)NCc3ccncc3)cc3c(c2oc1=O)CCC(C)(C)O3
    1.0%	-7.2%	0.0%	5.1%	-4.0	-13.4%	0.0%	1.4%	3.8
> O=C(COC(=O)COc1ccc(Br)cc1)Nc1cccnc1Cl
    9.1%	12.2%	4.8%	-1.0%	0.0	-3.4%	-0.8%	-2.0%	0.8
> CN(C)S(=O)(=O)c1ccc(NC(=O)Cn2nc(-c3ccc4c(c3)OCCO4)ccc2=O)cc1
    7.5%	6.4%	?	18.4µM*	26.5	69.7%	?	3.6%	2.3
> Cc1cccc(N2CC(C(=O)Nc3ccc4c(c3)OCO4)CC2=O)c1C (stereo not given)
    8.6%	11.9%	7.9%	-5.2%	-13.2	-0.2%	-7.0%	-12.6%	1.1
> Cn1ncc(C#N)c1NC(=O)C1CC(c2ccc(Cl)c(Cl)c2)=NO1 (stereo not given)
    -0.9%	-5.5%	10.8%	2.7%	35.6	13.3%	8.8%	3.6%	3.1
> COc1cccc(C(=O)NCCS(=O)(=O)N(C)Cc2ccccc2)c1
    6.2%	14.0%	18.4µM*	0.7%	14.4	3.0%	2.2%	-4.3%	-9.4
